LYP inhibition: LYP phosphatase inhibitors, primary screen, biochemical, DiFMUP fluorescence, recombinant catalytic domain, 10 µM (AID 606). Tyrosine-protein phosphatase non-receptor type 22 (Homo sapiens). inhibition, % at 10 µM; hits with a dose series show IC50 in µM. recombinant LYP catalytic domain, DiFMUP fluorescence; higher % means a stronger effect. 52,000 tested, under 10 active;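 active = IC50 under 40 µM in the dose-response test; inactive = IC50 of 40 µM or more, or never dose-tested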
MK inhibit: S. pneumoniae MK inhibitors, primary screen, biochemical, PK/LDH-coupled NADH absorbance. mevalonate kinase [Streptococcus pneumoniae D39]. purified MK, PK/LDH-coupled NADH absorbance 340 nm. inhibition, % at 10 µM. 65,000 tested, 0.48% active;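 active = ranked among the strongest by inhibition in the single 10 µM screen, a fixed top-ranked set picked for dose follow-up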; note: no value below 0 was filed
Bfl-1 inhibitors: Bfl-1 inhibitors, primary screen, biochemical, fluorescence polarization, FITC-Bid, mouse (AID 432); Bcl-2-related protein A1 (Mus musculus); FITC-Bid BH3 peptide fluorescence polarization displacement; higher % means a stronger effect; 64,000 tested, 0.02% active; one-dose displacement, % at 20 µM; IC50 in µM for titrated hits; in the data active = a potency from the dose series; inactive = the rest, 99 in 100 with displacement below about 15%; note: strong numbers were not always called active
DPM-DC inhibit: S. pneumoniae DPM-DC inhibitors, primary screen, biochemical, PK/LDH-coupled NADH fluorescence; 65,000 tested, 0.49% active; AID 556, 2006; calls only at 10 µM; diphosphomevalonate decarboxylase (Streptococcus pneumoniae D39); purified DPM-DC;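 active = the 320 compounds with the highest percent inhibition in the single-dose primary screen, excluding strongly autofluorescent ones, cut at about 32% in these data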;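 note: kinetic rate of NADH fluorescence loss reporting ADP formed by the decarboxylase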
Spn PMK inh: S. pneumoniae PMK inhibitors, primary screen, biochemical, mevalonate pathway, pilot trial included; inhibition, % at 10 µM; purified PMK, PK/LDH-coupled NADH absorbance 340 nm; 65,000 tested, 0.49% active;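 active = top-ranked compounds by inhibition in the single 10 µM screen, taking a fixed number of the strongest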;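 note: 0% = full reaction with DMSO carrier and 100% = background rate without enzyme reaction; no value below 0 was filed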
Alkaline phosphatase: human TNAP enzyme inhibitors, biochemical, luminescent (AID 518); purified TNAP enzyme, luminescent substrate readout; higher % means a stronger effect; inhibition, % at 20 µM; hits with a dose series show IC50 in µM; Alkaline phosphatase, tissue-nonspecific isozyme (Homo sapiens); 64,000 tested, 0.09% active; in the data active = a potency from the dose series; inactive = the rest, 99 in 100 with inhibition below about 22%;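 note: plate controls were vehicle for no effect and reference inhibitor for full effect; many of its hits are not listed in these tables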
HPDE-C7 viability: cytotoxicity in HPDE-C7 cells, cell-based, fluorescence, HTS (AID 430); cytotoxicity, % at 10 µM, or EC50 in µM where a hit was titrated; HPDE-C7 pancreatic duct cells viability, fluorescence; higher % means a stronger effect; 63,000 tested, 1.8% active;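 note: cells exposed to compound for 48 hours before viability readout; 0% = vehicle and 100% = reference cytotoxic drug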
HPDE-C7K KRASV12: cytotoxicity in KRAS-transformed pancreatic duct cells, primary screen, cell-based, fluorescence, HTS (AID 431). 63,000 tested, 1.7% active. HPDE-C7K KRASV12 cells, Alamar Blue viability, 48 h; higher % means a stronger effect. cytotoxicity, % at 10 µM, or EC50 in µM where a hit was titrated;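 active = compounds whose percent cytotoxicity in the single-dose primary screen, scaled between solvent and toxic-drug controls, exceeds 50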;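 note: 0% = DMSO solvent wells and 100% = doxorubicin-treated wells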
HT1080 viability: cytotoxicity in HT1080 fibrosarcoma cells, cell-based, fluorescence readout (AID 620). 87,000 tested, 0.42% active. HT1080 viability, fluorescence; higher % means a stronger effect. cytotoxicity, % at 10 µM; hits with a dose series show EC50 in µM;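 note: cells exposed to compound overnight then 4 h with Alamar Blue; 0% = vehicle DMSO and 100% = killing control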
Spn PMK inh pilot replicates: further read-out of Spn PMK inh, marked with its call; inhibition, %; measured here: pilot screen replicates
MK inhibit pilot replicates: further read-out of MK inhibit, marked with its call; inhibition, %; measured here: pilot screen replicates
DPM-DC inhibit pilot screen %: second read-out of DPM-DC inhibit, no call of its own (marks repeat the call); inhibition, %; measured here: pilot screen trials
* hit, by the source's call; i = inactive; · = no result given; + = active, no number. Cut-off read from the data, not from the text of the source, unless noted: active = cytotoxicity above about 50%; inactive = the rest. Not a hit list, and some 3.6% of all compounds hit somewhere here.

SMILES	LYP inhibition	MK inhibit	Bfl-1 inhibitors	DPM-DC inhibit	Spn PMK inh	Alkaline phosphatase	HPDE-C7 viability	HPDE-C7K KRASV12	HT1080 viability	others
COc1ccc(-c2cc(N3CCCC3)n3ncnc3n2)cc1	-1%	8	-7%	i	11	8%	-18%	-14%	-15%	Spn PMK inh pilot replicates=1.0;MK inhibit pilot replicates=0.0;DPM-DC inhibit pilot screen %=1.5
CCn1c(=Nc2ccc(N3CCOCC3)cc2)ccc2ccccc21	0%	7	-4%	i	8	12%	-2%	-6%	1%
CS(=O)(=O)N1CCN(c2ccccc2NC(=O)c2cccs2)CC1	·	0	-7%	i	8	9%	-8%	-24%	-3%	Spn PMK inh pilot replicates=2.5;MK inhibit pilot replicates=1.0;DPM-DC inhibit pilot screen %=3.0
Cc1cc(OCCCCCNCCO)cc(C)c1Cl	-6%	0	-10%	i	0	8%	14%	41%	16%
COc1ccc(C(=O)N2CCN(C(C)=O)CC2)cc1S(=O)(=O)NCc1ccc(Cl)cc1	-7%	8	-5%	i	9	10%	-13%	-14%	1%
CCOC(=O)N1CCC(NC(=O)C2CCN(S(=O)(=O)N3CCCC3)CC2)CC1	·	0	2%	i	24	9%	-3%	-6%	6%
Cc1noc(C)c1C(=O)NCc1cccs1	-30%	14	0%	i	0	10%	-2%	-5%	4%
O=C(NCCc1cn2ccccc2n1)C1CCCCC1	15%	6	0%	i	0	10%	-12%	-2%	6%
CCOC(=O)N1CCC(NC(=O)c2ccc(CS(=O)(=O)c3c(Cl)cccc3Cl)o2)CC1	·	12	8%	i	9	6%	-18%	-12%	-1%	Spn PMK inh pilot replicates=0.0;MK inhibit pilot replicates=0.5;DPM-DC inhibit pilot screen %=1.5
COc1ccccc1NC(=O)CSc1nnc(Cc2cccn2C)n1CCc1ccccc1	2%	4	-11%	i	4	8%	4%	4%	20%
CCCn1nc(NC(=O)c2ccco2)c2cc3ccc(C)cc3nc21	11%	8	-8%	·	0	1%	-9%	-10%	4%
CC(C)OC(=O)c1nnn(-c2nonc2N)c1CN1CCc2ccccc2C1	-2%	5	-11%	i	11	11%	-1%	-6%	-4%
COc1ccc(OCC(=O)Nc2ccc3c(c2)nc2n3CCSC2)cc1	3%	5	-6%	i	0	10%	-20%	-5%	-6%
Cc1cccc2cc(COC(=O)C(C)(C)C)c(=O)[nH]c12	-7%	6	3%	i	0	13%	5%	5%	4%	Spn PMK inh pilot replicates=0.5;MK inhibit pilot replicates=0.0;DPM-DC inhibit pilot screen %=2.5
O=C(Nc1ccon1)c1sc2ccccc2c1Cl	4%	2	-2%	i	7	3%	-18%	-11%	0%
O=C(Nc1ccccc1-c1ccccc1)C1CCCN(c2ncccn2)C1 (stereo not drawn)	·	0	-5%	i	8	19%	2%	-3%	22%
COc1ccc2c(c1)CCc1c(C(=O)Nc3ccn(Cc4ccc(C)cc4)n3)noc1-2	7%	0	-3%	i	13	11%	4%	-2%	2%
CCCCN1C(=O)c2ccc(C(=O)NC3=NCCS3)cc2C1=O	11%	9	-5%	i	4	8%	-7%	-8%	6%
c1ccc2[nH]c(-c3nc4ccccc4[nH]3)nc2c1	1%	2	0%	·	0	-22%	-13%	-9%	-12%
Cc1ccc(C)c(N2CCN(S(=O)(=O)c3ccc4[nH]c(=O)c(=O)[nH]c4c3)CC2)c1	1%	0	-1%	i	7	3%	4%	4%	-4%
CCOC(=O)CSc1nc2ccc(N3CCOCC3)cc2c(=O)n1Cc1ccc2c(c1)OCO2	·	10	5%	i	8	11%	8%	7%	0%
COc1ccc(NC(=O)c2ccc(CN3CCN(c4ccccc4)CC3)cc2)cc1	3%	3	2%	i	6	16%	0%	4%	-5%
COc1cccc2cc(C(=O)N3CCN(c4ncccn4)CC3)c(=O)oc12	-9%	6	-5%	i	5	7%	2%	15%	18%
O=C(NC1CCCCC1)N(Cc1cc2cc3c(cc2[nH]c1=O)OCCO3)CC1CCCO1 (stereo not drawn)	6%	9	3%	·	11	6%	-20%	-21%	-7%
COc1cc(C)c(CN2CCCCC2CO)cc1C (stereo not drawn)	·	6	2%	i	0	8%	0%	-18%	0%

A section from the list above, for reference:
SMILES	LYP inhibition	MK inhibit	Bfl-1 inhibitors	DPM-DC inhibit	Spn PMK inh	Alkaline phosphatase	HPDE-C7 viability	HPDE-C7K KRASV12	HT1080 viability	others
O=C(Nc1ccon1)c1sc2ccccc2c1Cl	4%	2	-2%	i	7	3%	-18%	-11%	0%
O=C(Nc1ccccc1-c1ccccc1)C1CCCN(c2ncccn2)C1 (stereo not drawn)	·	0	-5%	i	8	19%	2%	-3%	22%
COc1ccc2c(c1)CCc1c(C(=O)Nc3ccn(Cc4ccc(C)cc4)n3)noc1-2	7%	0	-3%	i	13	11%	4%	-2%	2%
CCCCN1C(=O)c2ccc(C(=O)NC3=NCCS3)cc2C1=O	11%	9	-5%	i	4	8%	-7%	-8%	6%
c1ccc2[nH]c(-c3nc4ccccc4[nH]3)nc2c1	1%	2	0%	·	0	-22%	-13%	-9%	-12%
Cc1ccc(C)c(N2CCN(S(=O)(=O)c3ccc4[nH]c(=O)c(=O)[nH]c4c3)CC2)c1	1%	0	-1%	i	7	3%	4%	4%	-4%
CCOC(=O)CSc1nc2ccc(N3CCOCC3)cc2c(=O)n1Cc1ccc2c(c1)OCO2	·	10	5%	i	8	11%	8%	7%	0%
COc1ccc(NC(=O)c2ccc(CN3CCN(c4ccccc4)CC3)cc2)cc1	3%	3	2%	i	6	16%	0%	4%	-5%
COc1cccc2cc(C(=O)N3CCN(c4ncccn4)CC3)c(=O)oc12	-9%	6	-5%	i	5	7%	2%	15%	18%
O=C(NC1CCCCC1)N(Cc1cc2cc3c(cc2[nH]c1=O)OCCO3)CC1CCCO1 (stereo not drawn)	6%	9	3%	·	11	6%	-20%	-21%	-7%
COc1cc(C)c(CN2CCCCC2CO)cc1C (stereo not drawn)	·	6	2%	i	0	8%	0%	-18%	0%

The listing continues:
SMILES	LYP inhibition	MK inhibit	Bfl-1 inhibitors	DPM-DC inhibit	Spn PMK inh	Alkaline phosphatase	HPDE-C7 viability	HPDE-C7K KRASV12	HT1080 viability	others
O=C(CC1SC(=O)N(c2ccccc2)C1=O)Nc1ccccc1 (stereo not drawn)	-2%	12	10%	i	4	-1%	-8%	2%	17%
CCOC(=O)c1sc2nc(SCC(=O)NCc3ccco3)n(Cc3ccccc3)c(=O)c2c1C	9%	5	-1%	+	4	14%	18%	11%	-11%	Spn PMK inh pilot replicates=3.5;MK inhibit pilot replicates=0.0;DPM-DC inhibit pilot screen %=5.0*
NC(=O)C1CCN(CCCNC2CC(=O)N(Cc3ccc(N4CCCC4=O)cc3)C2=O)CC1 (stereo not drawn)	6%	5	-1%	i	5	6%	-1%	0%	3%
CN1/C(=C/C(=O)C2CCC2)Sc2ccccc21	·	13	-4%	i	10	10%	-3%	-22%	28%
CC(=O)Cn1c(C(F)(F)F)nc2ccccc21	6%	2	-5%	i	6	7%	-7%	-3%	7%
N#CC1=C(N)C2=C(N3CCCCC3)CCCC2C1(C#N)C#N (stereo not drawn)	9%	16	2%	i	5	7%	-11%	-11%	8%
Cc1ccc(C(=O)N2Cc3ccccc3CC2C(=O)O)cc1 (stereo not drawn)	13%	8	-1%	i	11	5%	4%	4%	-4%
COc1ccc(NC(=O)CCCCn2c(=O)[nH]c3ccccc3c2=O)cc1	5%	1	-7%	i	10	11%	-11%	-8%	8%
N#Cc1cn(CC(=O)O)c2ccccc12	-3%	13	-9%	i	5	3%	-16%	-9%	-17%
CCc1c(O)nc(SCC(=O)Nc2ccccc2C)[nH]c1=O	3%	5	2%	i	2	9%	-10%	-19%	-4%
COc1ccc(C)cc1S(=O)(=O)N1CCC(C(=O)N2CCOCC2)CC1	-10%	7	-10%	i	7	3%	0%	6%	-5%
O=c1[nH]c2cc3c(cc2cc1CN(CCc1ccccc1)Cc1nnnn1C1CCCC1)OCCO3	-6%	0	2%	i	4	10%	-8%	-11%	1%
COc1ccccc1-c1nnc(NC(=O)C(C)SC2=NCCS2)s1 (stereo not drawn)	0%	8	4%	i	0	8%	12%	13%	-6%
COc1ccc(-c2nnc(COc3ccc4ccccc4c3)o2)cc1OC	15%	8	-2%	i	12	1%	4%	-2%	·
CCOc1ccc(C2CC(=O)NC3=C2C(=O)CCC3)cc1 (stereo not drawn)	·	0	-12%	i	10	1%	-28%	-14%	4%
COc1ccc(-n2c(SCC(=O)Nc3nccs3)nc3sc4c(c3c2=O)CCN(C)C4)cc1	·	11	-7%	i	5	9%	-13%	-8%	24%
O=C1CCCC2=C1C(c1ccco1)Nc1ccc3ccccc3c12 (stereo not drawn)	2%	8	19%	·	6	7%	-1%	4%	7%
Cc1ccccc1Nc1nc(N)nc(COC(=O)C(NC(=O)c2ccco2)C(C)C)n1 (stereo not drawn)	·	0	3%	i	14	8%	0%	0%	-5%
O=C(CCC(=O)N(CC(=O)NC1CCCC1)Cc1ccc2c(c1)OCO2)Nc1ccccn1	-10%	3	-3%	i	5	2%	-8%	-6%	4%
CCOC(=O)c1ccc(NS(=O)(=O)c2cnc[nH]2)cc1	·	10	-5%	i	5	0%	-5%	-17%	2%
CCC(=O)NCCSc1c[nH]c2ccccc12	11%	2	-4%	i	12	-1%	-31%	-13%	7%
COC(=O)c1ccccc1NC(=O)c1ccccc1SC	0%	9	-11%	i	3	5%	13%	24%	10%
CCOC(=O)N1CCC(NC(=O)Cn2cc3c(n2)CCC(C)C3)CC1 (stereo not drawn)	2%	0	-1%	i	22	9%	6%	-12%	3%	Spn PMK inh pilot replicates=0.0;MK inhibit pilot replicates=0.0;DPM-DC inhibit pilot screen %=0.0
CC(C)(C)SCCNC(=O)COc1ccccc1	0%	7	-2%	i	16	13%	-8%	-1%	1%	Spn PMK inh pilot replicates=4.5;MK inhibit pilot replicates=0.0;DPM-DC inhibit pilot screen %=0.0
COc1ccccc1CNC(=O)c1cc2c(=O)n(C)c3ccccc3c2n1C	·	7	3%	i	1	3%	15%	13%	0%
N#CCSc1nc2ccccc2c(=O)n1CCC(=O)NC1CCCCC1	-6%	4	-9%	i	15	12%	-9%	-4%	-3%
CCOC(=O)COc1ccc2nsnc2c1	-2%	10	2%	i	5	3%	-8%	-11%	-14%
Cc1cccn2c(=O)c3cc(C(=O)NC4CCCC4)c(=N)n(C4CCCC4)c3nc12	7%	6	-2%	·	0	18%	-8%	-9%	75%*	Spn PMK inh pilot replicates=2.5;MK inhibit pilot replicates=0.0
